Screening data (PubChem BioAssay)
dFosB act = activators of mouse delta FosB homodimer | P13346 | purified delta FosB, TAMRA-CDK5 oligo fluorescence polarization; percent of positive-control signal above neutral wells | activation, % at 25 µM | actives 0.99% (n = 340,000);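 active = mean activation above about 17%, with every replicate also reaching it, limit read from the data, passing the limit was not always enough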;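 also: fluorescence polarization rise as delta FosB binds a TAMRA Cdk5 AP-1 oligo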
PvdQ acylase = P. aeruginosa PvdQ acylase inhibition. purified PvdQ acylase, fluorescence plate reader. inhibition, % at 10 µM. actives 0.063% (n = 340,000); in the data active = inhibition above about 30%, passing the limit was not always enough;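 also: 0% = vehicle neutral wells and 100% = reference inhibitor wells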
CDK5 inh = CDK5/p35 (human) kinase inhibition. Q00535+Q15078. Recombinant CDK5/p35, ADP-Glo luminescence, 60 min. inhibition, % at 10 µM. actives 0.01% (n = 330,000). AID 488839;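 active = highest replicate inhibition of at least 50% and at least 75% of replicates reaching 50%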;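 also: plate controls were DMSO neutral control for no effect and GW8510 at 10 µM for full effect; many of its hits are not listed in these tables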
Target sequence (Q00535 whole entry, looked up): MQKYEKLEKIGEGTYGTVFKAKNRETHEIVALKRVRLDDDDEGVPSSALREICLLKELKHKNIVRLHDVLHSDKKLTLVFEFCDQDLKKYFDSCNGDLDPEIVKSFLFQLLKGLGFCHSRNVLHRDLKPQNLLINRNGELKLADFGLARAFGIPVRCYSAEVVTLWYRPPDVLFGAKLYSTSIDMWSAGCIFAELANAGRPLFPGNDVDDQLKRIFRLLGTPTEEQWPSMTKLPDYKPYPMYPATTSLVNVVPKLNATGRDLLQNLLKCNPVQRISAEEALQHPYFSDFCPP
Target sequence (Q15078 whole entry, looked up): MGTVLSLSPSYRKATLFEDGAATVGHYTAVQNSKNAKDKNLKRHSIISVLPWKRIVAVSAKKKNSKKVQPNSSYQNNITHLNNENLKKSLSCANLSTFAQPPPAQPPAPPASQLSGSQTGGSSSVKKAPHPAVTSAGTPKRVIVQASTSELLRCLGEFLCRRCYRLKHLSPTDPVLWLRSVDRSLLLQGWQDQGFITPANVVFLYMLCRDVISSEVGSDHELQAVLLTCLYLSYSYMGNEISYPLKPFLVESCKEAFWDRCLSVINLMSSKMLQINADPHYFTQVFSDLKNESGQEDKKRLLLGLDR
V-ATPase pH = alters yeast V-ATPase proton transport | AID 504577 | actives 0.37% (n = 350,000) | S. cerevisiae, pHLuorin cytosolic pH fluorescence | response, % at 10 µM; in the data active = response mostly above about 7.3%, no sharp cut-off; inactive = mostly below about 5.4%; also: actives read high; inactives centre near 0; some compounds called inactive have numbers as strong as hits; reference of the scale not given here
HTR5A inv ctr = HTR5A inverse agonism, opioid heterodimer counter-screen; inhibition, % at 9.3 µM; HTR5A cell line, luminescence; AID 504634; P47898; actives 0.083% (n = 340,000); in the data active = inhibition mostly above about 23%, no sharp cut-off; inactive = mostly below about 18%;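 also: 0% = cells with DMSO and 100% = no-cell wells with DMSO; some compounds called inactive have numbers as strong as hits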
Target sequence (P47898 whole entry, looked up): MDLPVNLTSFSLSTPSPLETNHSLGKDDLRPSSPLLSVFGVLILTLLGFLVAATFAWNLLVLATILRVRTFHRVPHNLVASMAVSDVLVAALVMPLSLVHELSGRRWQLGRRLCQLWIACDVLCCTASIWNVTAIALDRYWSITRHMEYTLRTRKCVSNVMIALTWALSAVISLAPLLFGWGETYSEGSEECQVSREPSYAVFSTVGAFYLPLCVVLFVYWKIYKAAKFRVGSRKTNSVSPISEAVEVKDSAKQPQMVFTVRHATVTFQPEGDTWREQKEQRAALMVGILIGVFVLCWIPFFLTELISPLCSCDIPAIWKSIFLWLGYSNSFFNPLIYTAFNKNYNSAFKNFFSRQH
HTR5A ag ctr = activates human HTR5A in OPRM1-OPRD1 agonist counter-screen. P47898. HTR5A agonist assay, luminescence, cell-based. activation, % at 9.3 µM. actives 0.61% (n = 340,000). AID 504692; in the data active = activation mostly above about 9.5%, no sharp cut-off; inactive = mostly below about 7.6%;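 also: 0% = cells with vehicle only and 100% = reference agonist; strong numbers were not always called active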
MITF TRPM1 HTS = MITF TRPM1 promoter activation in melanoma cells. SK-MEL-5 TRPM1-promoter luciferase, 24 h; % of positive control, neutral wells = 0. activation, % at 12.5 µM. AID 588334. actives 0.75% (n = 300,000);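 active = mean activation of at least 80% with every replicate also reaching 80%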;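 also: 0% = neutral control wells and 100% = parthenolide positive control wells; values of inactives mirror those of a sister screen read the other way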
SR-BI DiI inh = blocks mouse SR-BI lipid uptake from DiI-HDL; ldlA[mSR-BI] CHO cells, DiI-HDL uptake fluorescence, 3 h; AID 488896; actives 0.96% (n = 320,000); inhibition, % at 12.5 µM;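 active = mean replicate inhibition of at least 70% and a set share of replicates each scoring 70 or more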;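 also: 0% = median of neutral control wells and 100% = median of positive control wells; values of inactives mirror those of a sister screen read the other way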
Wnt bcat act = Wnt/beta-catenin pathway activation; Wnt/beta-catenin reporter cell assay, activator, plate reader; activation, % at 9.35 µM; actives 1.2% (n = 300,000); AID 743398; in the data active = activation above about 30%, passing the limit was not always enough;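 also: 0% = neutral control wells and 100% = positive control wells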
NSD2 HMT inh = NSD2 (human) methyltransferase inhibition. NSD2 peptide methylation, AlphaScreen, 120 min. O96028. AID 743445. inhibition, % at 12.5 µM. actives 0.54% (n = 310,000); in the data active = inhibition above about 50%
* = called active by the depositor.

`O=C1CN=C(Nc2ccccc2Cl)N1c1ccccc1` gave dFosB act -4, PvdQ acylase -7, CDK5 inh 0.0, V-ATPase pH 3, HTR5A inv ctr -16, HTR5A ag ctr -11, MITF TRPM1 HTS -2, SR-BI DiI inh -20 and NSD2 HMT inh -6.
`COc1ccc(C(C(=O)NC(C)(C)C)N(CCC(C)C)C(=O)CCC(=O)Nc2cc(C)on2)cc1` (stereo not given) gave dFosB act -16, PvdQ acylase 5, CDK5 inh -0.1, V-ATPase pH -4, HTR5A inv ctr -19, HTR5A ag ctr 7, MITF TRPM1 HTS 5, SR-BI DiI inh 3, Wnt bcat act 1 and NSD2 HMT inh 29.
COc1ccc2[nH]c3c(c2c1)CCN1C(=O)N([C@@H](C)C(=O)NC2CCN(Cc4ccccc4)CC2)C(=O)[C@]31C was read as dFosB act -10, PvdQ acylase 3, CDK5 inh 2.9, V-ATPase pH -4, HTR5A inv ctr 13, HTR5A ag ctr -3, SR-BI DiI inh 56 and Wnt bcat act 0.
COc1ccc(-c2c(C)n([O-])c3c([n+]2=O)CCCC3)c(OC)c1 was read as dFosB act -3, PvdQ acylase 7, CDK5 inh -1.1, V-ATPase pH -2, HTR5A inv ctr -17, HTR5A ag ctr 3, MITF TRPM1 HTS 1, SR-BI DiI inh -15, Wnt bcat act -1 and NSD2 HMT inh -2.
Screening CC1CCN(CC(=O)Nc2ccc(S(=O)(=O)N3CCCCC3)cc2)CC1 returned dFosB act -1, PvdQ acylase 0, CDK5 inh 1.9, V-ATPase pH 5, HTR5A inv ctr -2, HTR5A ag ctr 1, SR-BI DiI inh -22, Wnt bcat act -5 and NSD2 HMT inh 1.
For CC(=O)c1c(C)[nH]c(C(=O)OCC(=O)Nc2cc(S(=O)(=O)N3CCCC3)ccc2Cl)c1C the results were dFosB act 9, PvdQ acylase -10, CDK5 inh 0.3, V-ATPase pH 0, HTR5A inv ctr -11, HTR5A ag ctr 4, MITF TRPM1 HTS -6, SR-BI DiI inh 62, Wnt bcat act -1 and NSD2 HMT inh 0.
COc1cccc(-c2cccc(NC(=O)C3CCN(C4CCC4)CC3)c2)c1 was read as dFosB act -3, PvdQ acylase -14, CDK5 inh -1.2, V-ATPase pH -3, HTR5A inv ctr -10, HTR5A ag ctr 3, MITF TRPM1 HTS -3, SR-BI DiI inh -15, Wnt bcat act -2 and NSD2 HMT inh 19.
Screening CCOC(=O)N1CCN(C(=O)c2cn(CC)c3ccc(S(=O)(=O)N4CCOCC4)cc3c2=O)CC1 returned dFosB act -1, PvdQ acylase 4, V-ATPase pH 2, HTR5A inv ctr -3, HTR5A ag ctr 1, MITF TRPM1 HTS 13, SR-BI DiI inh -16, Wnt bcat act -1 and NSD2 HMT inh 0.
`CCOC(=O)c1c(NC(=O)C2C3C=CC(CC3)C2C(=O)O)sc(C)c1C` (stereo not given) gave dFosB act -3, PvdQ acylase 6, CDK5 inh 2.0, V-ATPase pH 2, HTR5A inv ctr -6, HTR5A ag ctr -1, MITF TRPM1 HTS -1, SR-BI DiI inh -9 and NSD2 HMT inh 1.
Cc1sc(NC(=O)Cn2cnnn2)nc1-c1ccc(Cl)cc1 was read as dFosB act -1, PvdQ acylase -7, CDK5 inh 0.9, V-ATPase pH 0, HTR5A inv ctr 4, HTR5A ag ctr -1, MITF TRPM1 HTS 3, SR-BI DiI inh 10, Wnt bcat act 1 and NSD2 HMT inh 0.
`CC[C@@]12C(=O)N(c3cccc(Br)c3)C(=O)N1[C@H](c1ccc(Br)cc1)[C@@H]1C(=O)N(C(C)(C)C)C(=O)[C@@H]12` gave dFosB act -1, PvdQ acylase -10, CDK5 inh -0.1, V-ATPase pH -2, HTR5A inv ctr 6, HTR5A ag ctr 3, MITF TRPM1 HTS 5, SR-BI DiI inh 4 and Wnt bcat act -2.
Screening COc1ccc(C(=O)Nc2cc(-c3ccccc3)nn2-c2ccccc2F)cc1 returned dFosB act 3, PvdQ acylase 5, CDK5 inh 0.0, V-ATPase pH -3, HTR5A inv ctr 16, HTR5A ag ctr -1, MITF TRPM1 HTS 8, SR-BI DiI inh 53 and Wnt bcat act 0.
COc1ccc(-n2c(O)c(/C=N/NS(=O)(=O)c3ccc(C)c([N+](=O)[O-])c3)c3ccccc3c2=O)cc1OC was read as dFosB act -8, PvdQ acylase -6, CDK5 inh -3.5, V-ATPase pH 3, HTR5A inv ctr 2, HTR5A ag ctr 1, MITF TRPM1 HTS -2, SR-BI DiI inh 26, Wnt bcat act -7 and NSD2 HMT inh 4.
O=C(NCCN1CCCCC1)c1ccc2c(c1)OCCO2 was read as dFosB act 3, PvdQ acylase -16, CDK5 inh 1.2, V-ATPase pH -1, HTR5A inv ctr -11, HTR5A ag ctr 1, MITF TRPM1 HTS 53 and NSD2 HMT inh -1.
Screening COc1ccc2c(C)cc(SCC(=O)Nc3c(C)n(C)n(-c4ccccc4)c3=O)nc2c1 returned dFosB act -11, PvdQ acylase -9, CDK5 inh 0.1, V-ATPase pH 0, HTR5A inv ctr 4, HTR5A ag ctr -2, MITF TRPM1 HTS -1, SR-BI DiI inh 16 and NSD2 HMT inh -1.
`CCOC(=O)C1CCN(C(=O)CCCNC(=O)Cn2cnc3sc(C)c(C)c3c2=O)CC1` gave dFosB act -2, PvdQ acylase -13, CDK5 inh -0.2, V-ATPase pH 4, HTR5A inv ctr -15, HTR5A ag ctr 0, MITF TRPM1 HTS 5, SR-BI DiI inh -2, Wnt bcat act -2 and NSD2 HMT inh 0.
For COc1ccc(C(=O)NNS(=O)(=O)c2ccccc2)cc1OC the results were dFosB act -6, PvdQ acylase -7, CDK5 inh 0.8, V-ATPase pH 0, HTR5A inv ctr -2, HTR5A ag ctr 1, MITF TRPM1 HTS 5, SR-BI DiI inh -36, Wnt bcat act 0 and NSD2 HMT inh -1.
Screening CCO[C@H]1OC(C(=O)N2CCN(Cc3ccc4c(c3)OCO4)CC2)=C[C@@H](C)[C@@H]1CCCO returned dFosB act -6, PvdQ acylase 8, CDK5 inh -2.0, V-ATPase pH -4, HTR5A inv ctr -1, HTR5A ag ctr 0, MITF TRPM1 HTS -5, SR-BI DiI inh -14 and Wnt bcat act -3.
Screening COc1cccc(CNC(=O)CN2C(=O)CSc3ccc(S(=O)(=O)N4CCCCC4)cc32)c1 returned dFosB act 5, PvdQ acylase 1, CDK5 inh 0.9, V-ATPase pH -3, HTR5A inv ctr 4, HTR5A ag ctr -1, MITF TRPM1 HTS -2, SR-BI DiI inh -11, Wnt bcat act 0 and NSD2 HMT inh 6.
Screening COc1cccc(/C=C2\SC(=N)N(c3ccc(F)cc3)C2=O)c1 returned dFosB act 12, PvdQ acylase -10, CDK5 inh -0.6, V-ATPase pH -2, HTR5A inv ctr -9, HTR5A ag ctr 3, MITF TRPM1 HTS 6, SR-BI DiI inh 80*, Wnt bcat act -2 and NSD2 HMT inh 0.
For CCCCCCSc1nsc(N)n1 the results were dFosB act 0, PvdQ acylase 6, CDK5 inh 0.4, V-ATPase pH 7, HTR5A inv ctr 0, HTR5A ag ctr 2, SR-BI DiI inh -8, Wnt bcat act 18 and NSD2 HMT inh -6.
Screening COc1ccc(CN(CC(=O)NCc2ccco2)C(=O)CCC(=O)Nc2nccs2)cc1 returned dFosB act -12, PvdQ acylase 11, CDK5 inh -2.1, V-ATPase pH -5, HTR5A inv ctr 11, HTR5A ag ctr 5, MITF TRPM1 HTS 8 and SR-BI DiI inh -11.
For Oc1cccc(/C=N/Nc2ccc(Cl)nn2)c1O the results were dFosB act -4, PvdQ acylase -5, CDK5 inh -0.4, V-ATPase pH -1, HTR5A inv ctr -4, HTR5A ag ctr 1, MITF TRPM1 HTS -6, SR-BI DiI inh 11, Wnt bcat act 125* and NSD2 HMT inh 8.
For COc1ccc(CC(C(=O)Nc2cccc(F)c2)c2nn[nH]n2)c(OC)c1 (stereo not given) the results were dFosB act -3, PvdQ acylase -15, CDK5 inh -0.7, V-ATPase pH -1, HTR5A inv ctr 7, HTR5A ag ctr 1, SR-BI DiI inh -7, Wnt bcat act -5 and NSD2 HMT inh 4.
Screening O=C(CCc1nnc2ccc(NCc3ccco3)nn12)Nc1ccccc1F returned dFosB act -6, PvdQ acylase -10, CDK5 inh 0.7, V-ATPase pH 0, HTR5A inv ctr -11, HTR5A ag ctr -4, MITF TRPM1 HTS 5, SR-BI DiI inh 5, Wnt bcat act 1 and NSD2 HMT inh 2.
Screening Cc1nc(Cl)sc1C(=O)Nc1ccc(C(F)(F)F)cc1 returned dFosB act -1, PvdQ acylase 5, CDK5 inh 1.3, V-ATPase pH 8, HTR5A inv ctr -7, HTR5A ag ctr 2, MITF TRPM1 HTS 4, SR-BI DiI inh -5, Wnt bcat act 2 and NSD2 HMT inh -3.
Screening CCOc1cc(/C=N\NC(=O)c2ccc(NC(=O)CC)cc2)ccc1OC(=O)c1ccccc1 returned dFosB act 6, PvdQ acylase -3, CDK5 inh 0.8, V-ATPase pH 0, HTR5A inv ctr -17, HTR5A ag ctr 5, MITF TRPM1 HTS -51, SR-BI DiI inh 36 and NSD2 HMT inh -2.
Cc1cccc(NC(=O)c2ccc3[nH]c(=O)c(=O)[nH]c3c2)n1 was read as dFosB act -20, PvdQ acylase -3, CDK5 inh -4.3, V-ATPase pH 1, HTR5A inv ctr -7, HTR5A ag ctr 4, MITF TRPM1 HTS -4, SR-BI DiI inh 2, Wnt bcat act -1 and NSD2 HMT inh 1.
Cc1cc(NC(=O)c2ccc(C)s2)n(-c2ccccc2)n1 was read as dFosB act -5, PvdQ acylase -7, CDK5 inh -1.6, V-ATPase pH 3, HTR5A inv ctr -8, HTR5A ag ctr 3, SR-BI DiI inh 7 and Wnt bcat act 3.
`CCSc1ccccc1C(=O)Nc1nncs1` gave dFosB act -4, PvdQ acylase -10, CDK5 inh 1.6, V-ATPase pH -2, HTR5A inv ctr -25, HTR5A ag ctr 9, MITF TRPM1 HTS -7, SR-BI DiI inh -12, Wnt bcat act 2 and NSD2 HMT inh -3.
`O=C(c1ccc(Cl)nc1)N1CCN(S(=O)(=O)c2ccccc2)CC1` gave dFosB act -4, PvdQ acylase -11, CDK5 inh -0.4, V-ATPase pH -1, HTR5A inv ctr -2, HTR5A ag ctr 1, MITF TRPM1 HTS -3, SR-BI DiI inh -7, Wnt bcat act -2 and NSD2 HMT inh 30.
O=C(NCCCN1CCCC1=O)c1cc(-c2cccnc2)nc2ccc(Cl)cc12 was read as dFosB act -21, PvdQ acylase -6, CDK5 inh 1.9, V-ATPase pH 2, HTR5A inv ctr 13, HTR5A ag ctr 4, MITF TRPM1 HTS -9, SR-BI DiI inh 16, Wnt bcat act -2 and NSD2 HMT inh -1.
For CCN(CC(=O)NC(C)(C)C)C(=O)c1ccc(Br)cc1 the results were dFosB act 2, PvdQ acylase -9, CDK5 inh 0.8, V-ATPase pH 5, HTR5A inv ctr 25, HTR5A ag ctr 2, MITF TRPM1 HTS 1, SR-BI DiI inh -24, Wnt bcat act 0 and NSD2 HMT inh -4.

2 entries drawn at random from those above:
Screening COc1cccc(/C=C2\SC(=N)N(c3ccc(F)cc3)C2=O)c1 returned dFosB act 12, PvdQ acylase -10, CDK5 inh -0.6, V-ATPase pH -2, HTR5A inv ctr -9, HTR5A ag ctr 3, MITF TRPM1 HTS 6, SR-BI DiI inh 80*, Wnt bcat act -2 and NSD2 HMT inh 0.
COc1ccc(-n2c(O)c(/C=N/NS(=O)(=O)c3ccc(C)c([N+](=O)[O-])c3)c3ccccc3c2=O)cc1OC was read as dFosB act -8, PvdQ acylase -6, CDK5 inh -3.5, V-ATPase pH 3, HTR5A inv ctr 2, HTR5A ag ctr 1, MITF TRPM1 HTS -2, SR-BI DiI inh 26, Wnt bcat act -7 and NSD2 HMT inh 4.

Not a hit list; any-hit rate near 5%.
